# Screens (PubChem BioAssay)
# Rin1-Abl PPI inh – inhibitors of Rin1-Abl protein binding, primary screen, biochemical, TR-FRET. Tyrosine-protein kinase ABL1 (Homo sapiens) + Ras and Rab interactor 1 (Homo sapiens), …. inhibition, % at 7.35 µM. hit rate 0.4% among 360,000; in the data active = inhibition above about 5%, passing the limit was not always enough
# CendR NRP1 mod – modulators of CendR peptide binding to NRP-1, primary screen, biochemical, fluorescence polarization, uHTS; FAM-RPARPAR peptide binding to NRP-1; hit rate 0.85% among 360,000; inhibition, % at 25 µM; Neuropilin-1 (Homo sapiens), O14786;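 active = inhibition or corrected inhibition above about 18%, plus a signal ratio from 0.5 to 1.5, limit read from the data, passing the limit was not always enough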; also: strong numbers were not always called active
# E coli Lon inh – inhibitors of E. coli Lon protease, primary screen, biochemical, fluorescence polarization; P0A9M0; purified E. coli Lon protease; inhibition, % at 7.94 µM; hit rate 0.42% among 360,000; AID 602123, 2011; in the data active = inhibition above about 13%, passing the limit was not always enough;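 also: 0% = enzyme with probe and DMSO and 100% = no enzyme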
# Neddylation inh – inhibitors of cullin neddylation, primary screen, biochemical, TR-FRET, uHTS, NAE and Ubc12; calls only at 25 µM; hit rate 0.58% among 360,000; AID 651699, 2012; in the data active = inhibition above about 36%
# PABP1 MLLE inh – inhibitors of PABP1 MLLE–PAM2 peptide binding, primary screen, biochemical, fluorescence polarization, FITC-PAM2, GST-MLLE | Polyadenylate-binding protein 1 (Homo sapiens), P11940 | inhibition, % at 20 µM | hit rate 0.36% among 360,000 | AID 588489, 2011; in the data active = inhibition above about 35%, passing the limit was not always enough;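 also: plate controls were DMSO wells with GST-MLLE for no effect and wells lacking GST-MLLE protein for full effect; some results filed as inactive read as strong as hits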
# Target sequence (P11940 whole entry, looked up): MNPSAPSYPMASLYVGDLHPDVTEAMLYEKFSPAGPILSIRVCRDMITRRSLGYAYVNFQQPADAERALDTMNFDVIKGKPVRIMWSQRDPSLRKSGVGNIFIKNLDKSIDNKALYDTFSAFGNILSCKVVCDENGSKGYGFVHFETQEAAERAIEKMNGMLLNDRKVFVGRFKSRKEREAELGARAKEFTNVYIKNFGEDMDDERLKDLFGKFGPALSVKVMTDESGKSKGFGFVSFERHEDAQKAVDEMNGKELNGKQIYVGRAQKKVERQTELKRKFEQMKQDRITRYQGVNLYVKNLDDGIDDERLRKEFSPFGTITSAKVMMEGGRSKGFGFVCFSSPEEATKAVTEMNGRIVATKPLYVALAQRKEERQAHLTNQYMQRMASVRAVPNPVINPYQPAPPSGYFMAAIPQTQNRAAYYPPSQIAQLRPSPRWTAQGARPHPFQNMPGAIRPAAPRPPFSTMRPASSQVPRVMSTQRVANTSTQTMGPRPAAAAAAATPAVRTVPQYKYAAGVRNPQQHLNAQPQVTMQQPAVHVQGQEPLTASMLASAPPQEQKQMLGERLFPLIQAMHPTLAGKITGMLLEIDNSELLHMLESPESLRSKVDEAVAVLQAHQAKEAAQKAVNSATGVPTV
# MT1-MMP act inh – blockers of MT1-MMP proenzyme processing, primary screen, HT1080 RFP-PRO-GFP cells, GFP/RFP fluorescence; Matrix metalloproteinase-14 (Homo sapiens), P50281; hit rate 0.061% among 360,000; AID 651647, 2012; GFP/RFP ratio change, % at 20 µM; GFP/RFP ratio fluorescence, overnight; percent of plate control window, DMSO zero;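 active = GFP/RFP ratio change of at least 30% with cell ATP level not reduced by more than half and red fluorescence within 50% of control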; also: strong numbers were not always called active
#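 system = RFP-PRO-GFP reporter HT1080 cells | dosing = 20 µM single dose, 1% DMSO | timing = overnight cell settling, then overnight compound exposure, 37 °C, 5% CO2 | read-out basis = GFP/RFP fluorescence ratio | controls = DMSO and RFP-L50D-GFP cell wells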
# FAS-TE inh – FAS thioesterase domain inhibitors, primary screen, biochemical, fluorescence intensity, uHTS; AID 602261, 2012; inhibition, % at 15 µM; Fatty acid synthase (Homo sapiens), P49327; hit rate 0.67% among 360,000; recombinant FAS-TE, OMFH fluorogenic substrate, fluorescence endpoint;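 active = compounds whose normalised, plate-corrected inhibition of enzyme fluorescence in the single-dose primary screen is 50% or more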;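 also: 0% = DMSO with enzyme and 100% = substrate without enzyme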
# SKN-1 inh – suppressors of acrylamide-induced Pgst-4::GFP reporter in worms, primary screen, SKN-1 inhibitor project, whole organism, uHTS, GFP/RFP fluorescence ratio, strain VP596; C. elegans VP596 Pgst-4::GFP/RFP ratio, 24 h; AID 624304, 2012; inhibition, % at 21.8 µM; hit rate 0.49% among 360,000;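 active = interference check ratio from 0.5 to 1.5 plus GFP to RFP signal ratio inhibition reaching or exceeding a fixed threshold, cut at about 30% in these data, passing the limit was not always enough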; also: some compounds called inactive have numbers as strong as hits
# bovine MsrA act – bovine MsrA enzyme activators, primary screen, biochemical, absorbance, HTS. hit rate 0.3% among 360,000. activation, % at 10.6 µM. purified bovine MsrA, absorbance read-out; in the data active = activation above about 7.5%;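 also: 0% = vehicle and 100% = reference activator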
# Starred values were filed as active, the others as inactive; i = inactive; . = no result given.
SMILES,Rin1-Abl PPI inh,CendR NRP1 mod,E coli Lon inh,Neddylation inh,PABP1 MLLE inh,MT1-MMP act inh,FAS-TE inh,SKN-1 inh,bovine MsrA act
COc1ccc(S(=O)(=O)NCc2ccc3c(c2)cc(C)n3C)cc1,-2.0,11.5,14.7*,i,48.6*,46.2,-5.0,56.2,-4.6
COc1ccc(CCNC(=O)C(C)OC(=O)c2nsc(Cl)c2Cl)cc1OC (stereo not drawn),-0.5,1.8,9.7,i,8.7,-3.2,-6.4,-4.2,-3.3
COc1ccc(N=NC2C(=O)N(c3ccccc3)N=C2C)cc1 (stereo not drawn),-0.2,-1.3,6.0,i,-16.0,6.3,22.5,9.5,-2.2
O=C(N1CCOCC1)C12CC3CC(C1)CC(n1cnc(Cl)n1)(C3)C2,-3.5,4.9,4.7,i,0.5,-4.2,-5.3,-7.5,-7.0
CCCC(=O)c1c[nH]c(C(=O)NCCc2ccccn2)c1,0.4,-1.4,-0.8,i,4.6,5.5,-11.0,-14.2,-1.4
COc1ccc(S(=O)(=O)n2ccnc2C)c(C)c1C,0.3,11.5,-0.4,i,-0.5,3.3,-3.7,11.1,1.9
O=C1NC(CCc2ccccc2)C(=O)N1Cc1ccccc1Cl (stereo not drawn),-2.1,-5.0,-0.3,i,7.2,1.9,30.0,-6.2,-3.1
Cc1nn(C)c(Oc2cccc(Cl)c2)c1C=O,-3.0,2.5,-8.8,i,1.3,-8.1,-5.4,-9.2,-6.4
O=C(NCCc1cccs1)C1CC(c2ccc([N+](=O)[O-])cc2)=NO1 (stereo not drawn),-2.1,5.6,2.7,i,-1.4,4.4,12.9,31.8,-2.1
C#CCN(C[C@@H]1[C@@H](OC(=O)NCC2CCCCC2)[C@@H](OC(=O)NCC2CCCCC2)Cn2c(=O)ccc(=O)n21)S(=O)(=O)c1ccc(C)cc1,-3.3,-13.5,6.9,i,2.0,-20.8,7.5,12.2,1.4
COc1ccc2nc(NC(=O)c3ccc4ncsc4c3)sc2c1,0.7,-4.2,-5.9,.,5.8,4.1,-9.3,5.9,-8.5
Cc1ccccc1S(=O)(=O)Nc1ncnc2sccc12,0.3,-5.7,1.8,i,-5.4,1.4,-5.2,4.4,-10.8
Cc1ccc(S(=O)(=O)CCSc2nc(C)cc(C(F)(F)F)c2C#N)cc1,-2.3,-65.4,-9.8,i,-18.9,-21.4,-1.1,19.8,1.6
Cc1ccc2nc(NC(=O)C3CC(=O)N(Cc4ccco4)C3)sc2c1 (stereo not drawn),1.8,13.8,-13.1,i,-2.7,0.5,-3.8,-6.8,-12.3
CCN(CC)CCNC(=O)CNC(=O)c1nn(-c2ccc(OC)c(OC)c2)c(=O)c2ccccc12,2.0,4.1,-4.6,i,-1.9,-1.8,-3.6,-4.9,-2.5
Cc1nc(SC(C)C(=O)NCC2CCCO2)c2cc(-c3ccccc3)sc2n1 (stereo not drawn),-2.4,3.8,0.1,i,-20.7,1.8,9.9,24.9,0.3
COc1ccc(C(=O)NCc2nnc(SCC(=O)Nc3cc(C)cc(C)c3)o2)cc1OC,1.8,17.6,-1.3,i,-4.3,-2.8,-5.7,5.2,-2.9
CCc1c(C)nc(N2CCN(c3ccc(Cl)cc3)CC2)[nH]c1=O,-2.6,16.1,-5.8,i,-0.3,5.1,1.7,0.4,0.8
COc1ccc(-c2[nH]ncc2CN(C)Cc2ccccn2)c(OC)c1,-3.5,0.7,1.9,i,-3.1,1.5,-7.3,5.5,-0.5
CCN1C[C@@H]2[C@@H]3C(=O)N(C)C(=O)[C@@H]3[C@](CC)(C1=O)N2C(=O)c1ccc(F)cc1,0.2,1.3,-9.0,i,6.7,-1.0,-10.0,11.6,-2.4
CN(C)S(=O)(=O)c1ccc(N2CCCC2)c(C(=O)N2CCC(C(N)=O)CC2)c1,3.4,-9.9,4.3,i,15.6,0.3,-11.5,14.4,-2.6
CC(C)CCN1CCN(Cc2cccc3nonc23)CC1CCO (stereo not drawn),2.3,1.0,6.1,i,18.5,3.5,-2.4,-1.6,-3.6
CC(C)(C)[C@H]1COC(=O)CCC/C=C/C[C@H](CC(=O)NCCO)C(=O)N1,-0.1,3.5,-2.3,i,11.6,2.9,-10.0,18.6,-4.3
Cc1cc(Cl)ccc1OCC(=O)NNC(=O)CCOc1ccccc1,1.2,4.1,3.5,i,2.2,0.3,2.1,-0.4,-3.0
N=c1n(Cc2ccccc2)c2ccccc2n1CC(O)COc1ccccc1 (stereo not drawn),-4.4,-2.3,2.9,i,-6.6,-7.6,-4.4,18.2,-2.3
O=C(NCCC(F)(F)F)C1Cc2c(-c3cccc(F)c3)ccnc2O1 (stereo not drawn),-1.3,-3.2,-3.5,i,1.9,-0.3,-3.0,2.6,5.5
COc1ccc(C2CC(=O)Oc3c2c(=O)n(C)c2ccccc32)c(OC)c1OC (stereo not drawn),3.4,-13.7,6.8,i,1.7,0.3,-3.7,-1.8,-3.9
CC(C)(C)OC(=O)N1CCC(C(=O)Nc2cccc(C(=O)NCc3ccccc3)c2)CC1,-0.4,-2.4,-3.7,i,-10.1,-0.3,-0.1,-2.2,-2.1
CC1=C(C(=O)Nc2ccccc2)C(c2cccnc2)n2ncnc2N1 (stereo not drawn),3.3,-4.3,4.0,i,-6.0,3.0,-11.2,4.2,-12.7
NC(=O)CCC(NC(=O)c1ccc(Cl)cc1)C(=O)O (stereo not drawn),1.0,3.4,2.9,i,13.6,-1.7,-5.3,7.8,-1.5

# The list goes on; it opens with the two that closed the last part.
SMILES,Rin1-Abl PPI inh,CendR NRP1 mod,E coli Lon inh,Neddylation inh,PABP1 MLLE inh,MT1-MMP act inh,FAS-TE inh,SKN-1 inh,bovine MsrA act
CC1=C(C(=O)Nc2ccccc2)C(c2cccnc2)n2ncnc2N1 (stereo not drawn),3.3,-4.3,4.0,i,-6.0,3.0,-11.2,4.2,-12.7
NC(=O)CCC(NC(=O)c1ccc(Cl)cc1)C(=O)O (stereo not drawn),1.0,3.4,2.9,i,13.6,-1.7,-5.3,7.8,-1.5
CCn1c(SCC(=O)NC2CCCC2)nnc1-c1cccnc1,0.9,7.6,-14.2,i,-13.4,2.4,-0.8,1.2,0.0
Fc1c(F)c(F)c(N=Cc2ccc3ncccc3c2)c(F)c1F,-2.1,1.7,-2.6,i,3.3,0.8,1.4,4.0,-2.8
O=C(C[n+]1ccc(/C=N/O)cc1)N1CCCCC1,-5.1,-4.5,-1.3,i,6.7,-1.1,-8.1,-0.2,-5.6
CCOc1ccc(CCNC(=O)CN2C(=O)c3cccnc3Oc3ccc(C)cc32)cc1OCC,36.3*,-5.6,-4.5,i,9.1,2.2,-2.6,18.4,-3.1
O=c1c2ccccc2ncn1-c1ccc(Br)cc1[N+](=O)[O-],1.7,8.4,2.6,i,6.8,1.4,6.2,-4.1,-4.2
Oc1c(CN2CCOCC2)ccc(CN2CCOCC2)c1O,9.0,-4.7,5.2,i,33.0,0.0,-5.3,13.0,-5.9
Cc1ccc(S(=O)(=O)NC(=O)c2cc(C)n(-c3cc(S(=O)(=O)N4CCOCC4)ccc3N3CCCC3)c2C)cc1,-2.6,-7.4,2.4,i,10.6,6.4,-4.6,9.2,-3.2
CC(=O)Cc1nsc(Nc2ccc(C)cc2)n1,2.4,9.5,9.4,i,6.0,-0.5,-0.7,3.9,-0.3
CC(=O)N1CCN(S(=O)(=O)c2cccc(C(=O)NC3CCCc4ccccc43)c2)CC1 (stereo not drawn),-0.4,6.0,-3.4,i,-23.2,5.1,2.9,-21.0,-0.5
COC(=O)c1nn(-c2ccccc2)c(Sc2ccccc2)c1/C=N/O,-1.6,-13.4,-1.1,i,-1.6,-3.3,-6.2,4.7,-0.3
O=C(NCc1nnnn1-c1ccc(F)c(F)c1)c1ccc2ccccc2c1,-0.5,-9.3,-3.1,i,7.6,-0.1,-0.7,-6.7,-10.8
O=C(CCc1nc2cccnc2n1Cc1ccccc1)N1CCOCC1,3.8,-11.3,-8.5,i,-2.1,3.7,-9.0,9.1,-2.1
O=C(NCCC1=CCCCC1)c1c(O)nc2ccccn2c1=O,-1.8,14.6,0.7,i,-9.9,6.7,3.9,-1.1,-4.4
CCC(=O)N1CCc2cc(S(=O)(=O)NCCC(=O)N3CCN(Cc4ccccc4)CC3)ccc21,2.4,-3.1,-12.7,i,-0.5,1.4,-3.5,6.7,-1.2
CCCN(CCC)CCCNc1ccc(C(=O)Nc2cccc(OC)c2)cc1[N+](=O)[O-],-6.1,-6.6,10.7,i,6.5,7.0,1.4,8.5,-1.4

# Some of these compounds in order of their number in E coli Lon inh, highest first:
SMILES | E coli Lon inh
CC(C)(C)[C@H]1COC(=O)CCC/C=C/C[C@H](CC(=O)NCCO)C(=O)N1 | -2.3
O=C(CCc1nc2cccnc2n1Cc1ccccc1)N1CCOCC1 | -8.5
CCC(=O)N1CCc2cc(S(=O)(=O)NCCC(=O)N3CCN(Cc4ccccc4)CC3)ccc21 | -12.7

# The list continues:
SMILES,Rin1-Abl PPI inh,CendR NRP1 mod,E coli Lon inh,Neddylation inh,PABP1 MLLE inh,MT1-MMP act inh,FAS-TE inh,SKN-1 inh,bovine MsrA act
CCOc1ccc(NC(=S)Nc2ccccc2C2CC2)cc1,1.1,8.6,-1.0,i,20.5,1.6,-1.3,0.2,-2.8
CCS(=O)(=O)N1Cc2ccccc2CC1C(=O)Nc1nnc(SCc2ccc(F)cc2)s1 (stereo not drawn),-3.3,-12.6,10.5,i,1.1,6.3,-0.9,12.5,1.6
O=C(CCc1ccc(S(=O)(=O)N2CCOCC2)cc1)Nc1ccc2ccccc2c1,-8.6,4.4,1.4,i,-2.2,-2.7,13.2,-3.9,-2.1
COc1ccc2nc(/C(C#N)=C\c3ccc(Oc4ccc([N+](=O)[O-])cn4)cc3)[nH]c2c1,0.6,-15.2,-81.8,i,-81.7,-13.7,-11.7,12.0,-5.0
Cc1ccc(S(=O)(=O)NCCc2cc3ccc(C)c(C)c3[nH]c2=O)cc1,-2.8,4.2,-8.3,i,-14.6,-3.4,-1.6,-1.7,-3.5
CC(=O)NCCn1c(SCc2ccccc2F)nc2ccccc2c1=O,-1.2,4.1,0.3,i,-5.9,0.0,-4.6,4.1,-3.4
Cc1cccc(CCNC(=O)C2CCN(S(=O)(=O)c3cccc4cccnc34)CC2)c1,0.4,8.2,-2.2,i,1.6,-4.5,-2.2,7.8,-2.5
CCCc1nc2ccc(NC(=O)NCCC(=O)OCC)cc2c(=O)n1Cc1cccc(Cl)c1,2.7,-3.9,-3.2,i,-1.6,-0.6,16.2,-4.7,-3.7
O=C1c2ccccc2-c2c1nc1c([n+]2[O-])CCCC1,-5.2,7.2,6.8,i,4.7,-3.6,-1.6,-2.1,2.0
COc1cc(/C=N\n2nnnc2N)ccc1OCc1ccc(F)cc1,-0.1,10.5,-12.5,i,-0.9,4.0,9.6,-49.1,-6.1
C=CCN(C(=O)CNC(=O)c1ccco1)C(C(=O)NC1CCCC1)c1cccs1 (stereo not drawn),1.9,-6.0,3.7,i,0.9,-3.5,-2.3,7.1,-2.9
Cc1cccnc1NC(=O)CCc1c[nH]c2ccccc12,4.5,9.9,0.1,i,-15.9,4.4,-1.5,22.0,-10.2
CCn1ncc(/C=N\NC(=O)COc2ccccc2)c1C,-1.6,14.4,-13.6,i,1.7,1.7,-5.7,3.1,-0.5
